# Screens as filed in PubChem.
# Pf Dd2 inh – P. falciparum Dd2 growth inhibition. SYBR Green, 72 h; hits give low values. actives 2.3% (n = 94,000). activity change, % at 10 µM; in the data active = activity change below about -80%
# Tcruzi prolif – inhibitors of T. cruzi proliferation; T. cruzi beta-gal in NIH3T3, GalScreen luminescence, 90 h; inhibition, % at 8.34 µM; actives 5.9% (n = 77,000); AID 624255;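 active = mean inhibition above about 93%, with at least 55% of replicates each passing it, limit read from the data, passing the limit was not always enough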
# KDM4C inh – inhibitors of human demethylase GASC-1 KDM4C | inhibition, % at 12.5 µM | GST-KDM4C 2-372, H3K9me3 peptide, LANCE TR-FRET | actives 0.15% (n = 96,000) | Q9H3R0;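 active = mean replicate inhibition above about 25%, with at least 55% of replicates also reaching it, limit read from the data, passing the limit was not always enough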
# Target sequence (Q9H3R0 2-372 limits assumed): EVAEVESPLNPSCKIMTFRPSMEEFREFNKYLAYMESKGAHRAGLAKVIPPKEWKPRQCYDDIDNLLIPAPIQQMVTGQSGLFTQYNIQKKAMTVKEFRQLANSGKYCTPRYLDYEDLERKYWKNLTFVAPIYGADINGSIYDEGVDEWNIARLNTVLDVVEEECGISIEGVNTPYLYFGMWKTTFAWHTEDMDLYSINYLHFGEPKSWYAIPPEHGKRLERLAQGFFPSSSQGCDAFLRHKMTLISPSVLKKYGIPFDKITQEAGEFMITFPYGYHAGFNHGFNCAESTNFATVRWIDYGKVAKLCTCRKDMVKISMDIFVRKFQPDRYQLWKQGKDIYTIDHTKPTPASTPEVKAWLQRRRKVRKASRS
#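 Compound: one test concentration per compound; Material: GST-GASC-1 enzyme fragment 2-372; Amount: GASC-1 enzyme at 10 nM final in reaction; Also added: H3K9me3 peptide substrate, Fe(II), 2-oxoglutarate; Technique: LANCE TR-FRET; Times: 30 min demethylation and 1 h detection at room temperature.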
# C diff growth – blocks growth of Clostridium difficile | actives 0.25% (n = 86,000) | Clostridium difficile clinical isolate growth, OD600, 24 h; hits give low values | growth activity, negative = inhibition, % at 16 µg/mL (by protocol) | AID 1259249;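 active = mean growth activity at or below -80% and every replicate also at or below -80%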;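 note: 0% = DMSO wells and -100% = levofloxacin 16 µg/mL wells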
# Numbers without * were called inactive; x = not tested or not shown. This is a random part of the collection, and some 7.3% of all compounds hit somewhere here.
SMILES,Pf Dd2 inh,Tcruzi prolif,KDM4C inh,C diff growth
Cc1noc(C)c1NC(=O)N(C)C[C@H]1Oc2ccc(NS(=O)(=O)c3ccccc3)cc2CC(=O)N([C@H](C)CO)C[C@H]1C,8,14,-2.3,-5
CCN1[C@@H]2c3ccc(-c4ccccc4F)c(=O)n3C[C@H]1[C@H](CO)[C@H]2C(=O)NCc1ccccc1,-4,82,-1.4,-2
C[C@H]1CN([C@@H](C)CO)C(=O)c2cc(NS(=O)(=O)c3cccs3)ccc2O[C@@H]1CN(C)Cc1ccccc1,-1,17,2.4,0
C[C@@H]1CN([C@H](C)CO)S(=O)(=O)c2ccc(C3=CCCCC3)cc2O[C@H]1CN(C)Cc1ccncc1,-72,118*,-1.3,12
COc1ccc(C#Cc2ccc([C@@H]3[C@H](CO)N4C(=O)CN(C(=O)c5ccc(F)cc5)C[C@@H]34)cc2)cc1,-31,x,5.7,-5
O=C(Nc1ccc(C(F)(F)F)cc1)N[C@@H]1CC[C@H](CCNC(=O)c2ccccc2F)O[C@@H]1CO,-61,25,-1.0,-1
COc1ccc(S(=O)(=O)N(C)C[C@@H]2Oc3ncc(-c4ccncc4)cc3C(=O)N([C@H](C)CO)C[C@@H]2C)cc1,-21,72,-0.9,0
C[C@H](CO)N1C[C@H](C)[C@@H](CN(C)S(=O)(=O)c2ccccc2)Oc2ccc(NC(=O)Nc3ccc(F)cc3)cc2CC1=O,-17,-42,0.2,-7
C[C@@H]1CN([C@@H](C)CO)C(=O)Cc2cc(NS(C)(=O)=O)ccc2O[C@@H]1CN(C)S(=O)(=O)c1cn(C)cn1,36,-31,1.2,-5
C[C@@H]1CN([C@@H](C)CO)C(=O)c2cc(NC(=O)NC3CCCCC3)ccc2O[C@@H]1CN(C)S(=O)(=O)c1ccc(F)cc1,18,28,-2.6,-12
C[C@H]1CN([C@@H](C)CO)C(=O)c2cc(C#Cc3cccc(F)c3)cnc2O[C@@H]1CN(C)C(=O)C1CCOCC1,-40,68,0.3,-3
CCC(=O)Nc1ccc2c(c1)OC[C@H](C)N(C(=O)Cc1cccnc1)C[C@H](C)[C@@H](OC)CN(C)C2=O,27,x,x,1
Cc1ccc(S(=O)(=O)Nc2ccc3c(c2)C(=O)N([C@@H](C)CO)C[C@@H](C)[C@@H](CN(C)S(=O)(=O)c2ccc(Cl)cc2)O3)cc1,13,x,-0.7,5
Cc1ccccc1-c1ccc2c(c1)O[C@@H](CN(C)C(=O)Nc1ccc(C(F)(F)F)cc1)[C@H](C)CN([C@@H](C)CO)S2(=O)=O,-32,65,7.6,18
COc1ccc(NC(=O)N(C)C[C@@H]2OCCCC[C@H](C)Oc3ccc(NC(=O)Nc4ccc(C(F)(F)F)cc4)cc3C(=O)N([C@@H](C)CO)C[C@H]2C)cc1,62,97*,-1.5,11
O=C(C[C@H]1C[C@@H]2c3cc(NC(=O)C4CCOCC4)ccc3O[C@@H]2[C@@H](CO)O1)NCc1ccccn1,-10,28,-0.9,0
CN(C)C(=O)c1ccc(-c2ccc([C@@H]3[C@H](CO)N4CCCCN(CC5CCOCC5)C[C@@H]34)cc2)cc1,-11,-16,-1.1,-6
Cc1ccc(S(=O)(=O)Nc2ccc3c(c2)C(=O)N([C@H](C)CO)C[C@H](C)[C@H](CN(C)S(=O)(=O)c2cccs2)OCCCC[C@@H](C)O3)cc1,x,x,-1.0,0
CCCNC(=O)C[C@H]1C[C@@H]2c3cc(NC(=O)CN(C)C)ccc3O[C@@H]2[C@@H](CO)O1,29,16,-0.4,0
C[C@@H]1CN([C@H](C)CO)C(=O)c2cc(NS(C)(=O)=O)ccc2O[C@@H](C)CCCCO[C@H]1CN(C)S(=O)(=O)c1ccc(Cl)cc1,-15,25,0.3,-5
Cc1noc(C)c1S(=O)(=O)Nc1ccc2c(c1)C(=O)N([C@@H](C)CO)C[C@H](C)[C@H](CN(C)C(=O)Nc1ccc3c(c1)OCO3)OCCCC[C@H](C)O2,-66,62,-3.0,-2
COc1cccc(C(=O)Nc2ccc3c(c2)OC[C@@H](C)N(CCc2ccccc2)C[C@H](C)[C@H](OC)CN(C)C3=O)c1,-41,88,3.5,x
Cc1ccccc1-c1ccc([C@@H]2[C@H]3CN(C(=O)Nc4ccccc4)CCCCN3[C@H]2CO)cc1,-3,104*,-1.8,43
C[C@@H]1CN([C@@H](C)CO)C(=O)c2cc(C#CC3CCCCC3)cnc2O[C@@H]1CN(C)S(=O)(=O)c1cccc(F)c1,-5,x,-2.2,-6
O=C(NCC[C@@H]1CC[C@H](NS(=O)(=O)c2ccccc2)[C@@H](CO)O1)c1ccccc1F,9,43,0.4,3
# Carrying on:
SMILES,Pf Dd2 inh,Tcruzi prolif,KDM4C inh,C diff growth
CN(C)C(=O)c1cccc(-c2ccc3c(c2)[C@@H]2[C@@H](CCN2C(=O)c2ccc4c(c2)OCO4)[C@H](CO)N3)c1,-5,36,-1.1,5
O=C(CN1CCOCC1)N[C@H]1CC[C@@H](CCNC(=O)C2CCC2)O[C@H]1CO,-3,12,-1.5,x
C[C@@H]1CN([C@H](C)CO)C(=O)CCCn2nncc2CO[C@@H]1CN(C)Cc1ccncc1,20,-40,0.9,-2
COc1ccc2c3c(n(C)c2c1)[C@H](CO)N(C(=O)Nc1ccc(F)cc1)CC31CCN(Cc2cccc(F)c2)CC1,-76,x,-1.3,21
CC(C)NC(=O)N(C)C[C@@H]1Oc2ccc(N(C)C)cc2C(=O)N([C@H](C)CO)C[C@H]1C,14,-11,0.9,-4
CNC[C@@H]1OCCCC[C@H](C)Oc2ccc(N)cc2C(=O)N([C@@H](C)CO)C[C@H]1C,42,4,x,0
N#C[C@H]1[C@@H](c2ccccc2-c2cccc(F)c2)[C@@H](CO)N1C(=O)C1CCCC1,3,x,0.6,-7
C[C@@H]1CN([C@@H](C)CO)C(=O)c2cc(C#CC3(O)CCCC3)cnc2O[C@@H]1CN(C)C(=O)C1CC1,51,-33,2.1,x
C[C@H](CO)N1C[C@H](C)[C@@H](CN(C)C(=O)NC2CCCC2)Oc2ncc(-c3ccncc3)cc2C1=O,12,x,-0.3,0
COc1ccc2c3c(n(C)c2c1)[C@@H](CO)N(C(=O)NC1CCCC1)CC31CN(C)C1,4,x,x,-15
O=C(C[C@@H]1C=C[C@H](NC(=O)C2CCC2)[C@H](CO)O1)NCC1CC1,-4,10,-1.4,1
O=C(NC[C@@H]1[C@@H](c2ccccc2)[C@H](CO)N1C(=O)C1CC1)NC1CCCC1,-18,-36,-0.9,-2
COc1ccc(S(=O)(=O)Nc2cccc3c2O[C@@H](CN(C)Cc2ccc4c(c2)OCO4)[C@@H](C)CN([C@H](C)CO)C3=O)cc1,-8,44,0.6,7
CC(=O)N(C)C[C@H]1Oc2ncc(-c3ccccc3C)cc2C(=O)N([C@H](C)CO)C[C@H]1C,5,-33,-1.3,0
C[C@H](O)C#Cc1ccc([C@@H]2[C@@H](CO)N3CCCCN(C(=O)c4ccncc4)C[C@@H]23)cc1,23,15,1.3,-7
COc1ccc2c3c([nH]c2c1)[C@@H](CO)N(C(=O)c1ccc(F)cc1)CC31CCN(C(=O)NC(C)C)CC1,-20,x,12,10
O=C(c1ccc(F)cc1)N1CCCCN2[C@H](C1)[C@H](c1ccc(-c3ccccc3)cc1)[C@@H]2CO,-10,93,-0.1,30
Cc1noc(C)c1NC(=O)Nc1ccc2c(c1)CC(=O)N([C@H](C)CO)C[C@@H](C)[C@H](CN(C)CC1CCCCC1)O2,1,24,-1.5,-2
COc1ccc(S(=O)(=O)N(C)C[C@@H]2OCCCC[C@@H](C)Oc3ccc(NS(=O)(=O)c4ccc(Cl)cc4)cc3C(=O)N([C@H](C)CO)C[C@@H]2C)cc1,-60,x,-0.7,4
C[C@H](CO)N1C[C@H](C)[C@@H](CN(C)C(=O)Nc2cccc3ccccc23)Oc2ccc(NS(=O)(=O)c3cccs3)cc2C1=O,-1,-26,0.0,x
C[C@@H]1CCCCO[C@@H](CN(C)S(=O)(=O)c2ccccc2)[C@@H](C)CN([C@H](C)CO)C(=O)c2cc(NS(=O)(=O)c3ccc(F)cc3)ccc2O1,-5,22,x,-4
COc1ccc(NC(=O)N2C[C@@H](O)COC[C@@H]3O[C@@H](CC(=O)NC4Cc5ccccc5C4)CC[C@H]32)cc1,3,32,4.4,x
CNC[C@@H]1Oc2c(NC(=O)c3cnccn3)cccc2C(=O)N([C@@H](C)CO)C[C@H]1C,14,-3,0.0,-1
CCCC(=O)N1CC2(CCN(S(C)(=O)=O)CC2)c2c([nH]c3cc(OC)ccc23)[C@@H]1CO,29,x,4.2,3
C[C@@H]1CCCCO[C@@H](CN(C)C(=O)Nc2ccc(F)cc2)[C@@H](C)CN([C@@H](C)CO)C(=O)c2cc(NC(=O)Nc3ccc(C(F)(F)F)cc3)ccc2O1,-88*,x,-0.2,-10

# Complete entries, looked up by structure:
# Shown for `C[C@@H]1CN([C@@H](C)CO)C(=O)c2cc(C#CC3(O)CCCC3)cnc2O[C@@H]1CN(C)C(=O)C1CC1` : Pf Dd2 inh: 51; Tcruzi prolif: -33; KDM4C inh: 2.1; C diff growth: x
# Shown for `C[C@H](CO)N1C[C@H](C)[C@@H](CN(C)C(=O)NC2CCCC2)Oc2ncc(-c3ccncc3)cc2C1=O` : Pf Dd2 inh: 12; Tcruzi prolif: x; KDM4C inh: -0.3; C diff growth: 0

# Reprinted at random: 7 entries already listed.
SMILES,Pf Dd2 inh,Tcruzi prolif,KDM4C inh,C diff growth
CNC[C@@H]1OCCCC[C@H](C)Oc2ccc(N)cc2C(=O)N([C@@H](C)CO)C[C@H]1C,42,4,x,0
O=C(c1ccc(F)cc1)N1CCCCN2[C@H](C1)[C@H](c1ccc(-c3ccccc3)cc1)[C@@H]2CO,-10,93,-0.1,30
Cc1noc(C)c1NC(=O)Nc1ccc2c(c1)CC(=O)N([C@H](C)CO)C[C@@H](C)[C@H](CN(C)CC1CCCCC1)O2,1,24,-1.5,-2
CC(=O)N(C)C[C@H]1Oc2ncc(-c3ccccc3C)cc2C(=O)N([C@H](C)CO)C[C@H]1C,5,-33,-1.3,0
COc1ccc2c3c([nH]c2c1)[C@@H](CO)N(C(=O)c1ccc(F)cc1)CC31CCN(C(=O)NC(C)C)CC1,-20,x,12,10
COc1ccc(NC(=O)N2C[C@@H](O)COC[C@@H]3O[C@@H](CC(=O)NC4Cc5ccccc5C4)CC[C@H]32)cc1,3,32,4.4,x
CC(C)NC(=O)N(C)C[C@@H]1Oc2ccc(N(C)C)cc2C(=O)N([C@H](C)CO)C[C@H]1C,14,-11,0.9,-4

# (more compounds)
SMILES,Pf Dd2 inh,Tcruzi prolif,KDM4C inh,C diff growth
Cc1ccc(S(=O)(=O)Nc2ccc3c(c2)C(=O)N([C@H](C)CO)C[C@@H](C)[C@H](CN(C)C)OCCCC[C@H](C)O3)cc1,6,68,0.7,-3
C/C=C/c1ccc([C@@H]2[C@H](CO)N(C(=O)c3ccccn3)C23CN(CCC(F)(F)F)C3)cc1,-71,x,-1.2,-9
CC(C)NC(=O)N[C@@H]1CC[C@H](CCNC(=O)C2CCOCC2)O[C@H]1CO,12,35,-1.8,x
C[C@@H]1CN([C@@H](C)CO)S(=O)(=O)c2ccc(-c3cncnc3)cc2O[C@H]1CN(C)C(=O)NC1CCCC1,15,-73,1.9,2
C[C@H]1CN([C@@H](C)CO)C(=O)Cc2cc(NC(=O)Cc3ccccc3)ccc2O[C@H]1CN(C)CC1CCCCC1,5,34,-2.2,-13
Cc1ccc(S(=O)(=O)Nc2ccc3c(c2)C(=O)N([C@H](C)CO)C[C@H](C)[C@H](CN(C)Cc2ccc(C(=O)Nc4ccccc4N)cc2)OCCCC[C@@H](C)O3)cc1,-84*,x,-0.8,-1
C[C@@H]1CN([C@H](C)CO)C(=O)c2cc(NS(=O)(=O)c3ccc(F)cc3)ccc2O[C@@H](C)CCCCO[C@@H]1CN(C)S(=O)(=O)c1cccs1,x,46,20,-8
C[C@@H]1CN([C@@H](C)CO)C(=O)c2cccc(NC(=O)C3CCCCC3)c2O[C@@H]1CN(C)Cc1ccc(C(=O)O)cc1,16,23,0.6,3
Cc1ccc(S(=O)(=O)N[C@H]2CC[C@@H](CCn3cc(-c4cccc(F)c4)nn3)O[C@H]2CO)cc1,-21,-28,-0.7,-4
COc1ccc(NC(=O)N[C@@H]2CC[C@H](CCNC(=O)Nc3cc(F)ccc3F)O[C@H]2CO)cc1,-14,3,-0.6,-4
CO[C@H]1CN(C)C(=O)c2cc(NC(=O)Nc3cccc(F)c3)ccc2OC[C@@H](C)N(C(C)=O)C[C@@H]1C,-3,-5,0.3,x
C[C@H]1CN([C@@H](C)CO)C(=O)c2c(c3ccccc3n2C)-c2ccccc2CO[C@@H]1CN(C)S(=O)(=O)c1cccs1,-86*,94,-3.3,7
COc1cccc(-c2ccc3n(c2=O)C[C@@H]2[C@@H](CO)[C@H](C(=O)NC4Cc5ccccc5C4)N[C@H]32)c1,x,3,-2.9,9
C[C@@H]1CN([C@@H](C)CO)C(=O)c2cc(NC(=O)Nc3ccccc3)ccc2O[C@@H](C)CCCCO[C@H]1CN(C)S(=O)(=O)c1cccs1,x,40,0.0,1
CCc1csc(N2[C@H](C#N)[C@H](c3ccc(C#Cc4ccc(F)cc4)cc3)[C@H]2CO)n1,-51,94,-4.1,18
